High-throughput results: PubChem BioAssay, Johns Hopkins Ion Channel Center
KCNQ2 inh: KCNQ2 potassium channel inhibitors, primary screen, cell-based, CHO-K1, FluxOR thallium flux, B-score (AID 2156) | 310,000 tested, 1.1% active | B-score at 10 µM | O88943 | 20 min; stronger effect = lower value;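 active = fluorescence ratio B-score at most minus 3 library SDs, with starting brightness B-score within 2 library SDs, cut at about -5.5 in these data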
Target sequence (O88943 whole entry, looked up): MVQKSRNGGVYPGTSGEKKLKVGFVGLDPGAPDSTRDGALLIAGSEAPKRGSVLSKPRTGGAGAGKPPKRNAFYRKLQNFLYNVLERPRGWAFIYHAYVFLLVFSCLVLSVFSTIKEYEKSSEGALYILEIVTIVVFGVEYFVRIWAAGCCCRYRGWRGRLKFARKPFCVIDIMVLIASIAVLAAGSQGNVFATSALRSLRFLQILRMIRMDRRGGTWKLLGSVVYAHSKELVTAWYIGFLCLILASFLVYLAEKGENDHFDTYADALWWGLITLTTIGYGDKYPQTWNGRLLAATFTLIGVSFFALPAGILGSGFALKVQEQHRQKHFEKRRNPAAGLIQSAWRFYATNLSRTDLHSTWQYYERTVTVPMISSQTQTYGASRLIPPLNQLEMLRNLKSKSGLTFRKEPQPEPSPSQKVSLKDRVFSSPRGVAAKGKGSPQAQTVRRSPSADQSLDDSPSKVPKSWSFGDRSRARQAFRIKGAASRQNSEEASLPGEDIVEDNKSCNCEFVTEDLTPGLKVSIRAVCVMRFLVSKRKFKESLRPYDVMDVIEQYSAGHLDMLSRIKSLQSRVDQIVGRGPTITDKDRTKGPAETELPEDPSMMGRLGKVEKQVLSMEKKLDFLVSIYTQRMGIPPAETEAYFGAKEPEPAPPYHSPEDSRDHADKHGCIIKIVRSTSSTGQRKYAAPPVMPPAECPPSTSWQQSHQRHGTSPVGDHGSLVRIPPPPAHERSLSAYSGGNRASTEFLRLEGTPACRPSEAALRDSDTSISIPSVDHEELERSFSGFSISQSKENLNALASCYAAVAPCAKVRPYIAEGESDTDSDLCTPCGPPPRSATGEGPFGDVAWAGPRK
Kir21 inh: Kir2.1 (mouse) channel inhibition; HEK293-Kir2.1, FluxOR thallium flux fluorescence; stronger effect = lower value; B-score at 10 µM; 310,000 tested, 0.85% active; AID 1672;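 active = fluorescence ratio B-score at or below minus 3 SD of library scores, with starting-brightness B-score within 2 SD, cut at about -4.2 in these data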;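 also: channel flux triggered by added potassium and thallium sulfate stimulus; B-score of peak minus minimum fluorescence over baseline after thallium stimulus; more negative B-score means stronger Kir2.1 block with less thallium influx; some compounds called inactive have numbers as strong as hits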
CHT inh: inhibits the human high affinity choline transporter. AID 488975. Q9GZV3. 310,000 tested, 0.86% active. B-score at 10 µM. CHT-expressing cells, membrane potential dye, choline response; stronger effect = lower value;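 active = B-score over 3 SD under the library average, and starting fluorescence ratio not unusually high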;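 also: choline stimulus applied at its EC90 after an EC20 pre-addition; B-score computed on integrated fluorescence ratio after choline addition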
The depositor's hits bear a star; i = inactive; / = not tested or not shown. Compounds were not picked by outcome; 2.6% or so of the library scored in one or more.

KCNQ2 inh	Kir21 inh	CHT inh	Molecule
i	0.06	i	CC(=O)CCSc1ncnc2sc(-c3ccccc3)cc12
i	-0.27	i	CCCNS(=O)(=O)c1ccc(CCC(=O)N2CCC(C)CC2)cc1
i	-1.2	i	Cc1cc(-c2nnc(SCC(=O)Nc3nccs3)o2)no1
i	0.67	i	O=C(O)COc1ccc(/C=N/n2c(COc3ccccc3)nc3ccccc3c2=O)cc1
i	0.58	i	COc1ccccc1CNC(=O)C1CCCN1S(=O)(=O)c1cccc2cccnc12 (stereo unspecified)
i	-0.1	i	O=[N+]([O-])c1ccc(O)c(/C=N/Nc2nc3ccccc3[nH]2)c1
i	3	i	CCCCCCCOc1ccc(C2CC(=O)N(C)C2=O)cc1 (stereo unspecified)
i	0.21	i	COc1ccc(OC)c(N2Cc3ccccc3C2)c1
i	-0.37	i	Cc1cccc(Nc2ncnc(N)c2[N+](=O)[O-])n1
i	-0.51	i	O=C(CCS(=O)(=O)c1ccc(Cl)cc1)Nc1ccc(F)cc1
i	-1.2	i	C/C(=N\NC(=O)c1ccc(C)cc1C)c1ccc2c(c1)OCO2
i	-0.74	i	O=C(O)C1CCN(C(=O)c2cc(F)cc3c2OCOC3)CC1
i	0.08	i	COc1ccc(OC)c(Cc2nnc(CCC(=O)N3CCC(N4CCCCC4)CC3)o2)c1
i	-0.1	i	CC(=O)c1c(C)oc2ccc(NS(=O)(=O)c3ccc(F)cc3C)cc12
i	2.5	i	CC(C)(C)c1ccc(C(=O)NC(=S)N2CCCC2)cc1
i	-1.6	i	CCn1nccc1C(=O)Nc1ccc(Cl)c(Cl)c1
i	1.2	i	CCOC(=O)c1sc(=S)n(C)c1NC(=O)c1ccccc1C
i	0.15	i	O=C(NC(NC(=S)Nc1cccc(Cl)c1)C(Cl)(Cl)Cl)OCc1ccccc1 (stereo unspecified)
i	-1.4	i	O=C(NCc1ccccc1F)C1CCCN1C(=O)NC1CCCCC1 (stereo unspecified)
i	-0.03	i	Cc1ccc2c(c1)N(CC(=O)N1CCc3ccccc3C1)C(=O)CO2
i	-0.12	i	COc1cc2[nH]c(=S)n(N(C(C)=O)C(C)=O)c(=O)c2cc1OC
i	0.1	i	COCCn1c(C)cc(C(=O)CSc2nnc3ccccn23)c1C
i	-0.17	i	O=C(NCc1ccc(F)cc1F)c1cc(COc2c(F)cccc2F)on1
i	-0.73	i	COc1ccccc1CN1CCC(n2nccc2NC(=O)CCOc2ccccc2)CC1
i	0.76	i	O=C1C2CC=C(Cl)CC2C(=O)N1CCc1ccccc1 (stereo unspecified)
i	-0.61	i	NC(=O)COC(=O)c1cc(=O)[nH]c2ccc(S(=O)(=O)Nc3ccc(F)cc3)cc12
i	0.18	i	CC(/C=C/c1ccc(N(C)C)cc1)=N\N=C(/N)SC1CC(=O)N(c2ccc(C(=O)O)cc2)C1=O (stereo unspecified)
i	-2.2	i	Cn1cc(CN2CCN(c3ccccc3)CC2)c2ccccc21
i	0.56	i	O=C(CNC(=O)c1ccc2c(c1)OCO2)N/N=C(Br)/C=C/c1ccccc1
i	-0.13	i	CCOC(=O)c1c(C)[nH]c(=S)c(C#N)c1-c1ccccc1
i	-1.6	i	O=C(/C=C/c1cccnc1)c1cccc(O)c1
i	2.5	i	CC1/C(=C\c2ccc(Cl)cc2)C(=O)C2CC1C2(C)C (stereo unspecified)
i	-0.04	i	Cc1ccc(N2C(=O)c3ccccc3C2O)nc1 (stereo unspecified)
i	-2.1	i	CCOC(=O)c1c(CN2CCN(C)CC2)n(C)c2cc(Br)c(OC)cc12
i	0.37	i	CN(Cc1nccn1C)C(=O)CC1C(=O)NCCN1Cc1cccc(Oc2ccccc2)c1 (stereo unspecified)
i	1.4	i	CC(C)N(C)CCOC(=O)c1ccccc1Cl
i	-0.78	i	COc1ccc(CN(Cc2nc3ccccc3c(=O)[nH]2)C(=O)c2ccco2)cc1
i	-0.53	i	O=C(COc1ccc(Br)cc1Br)NNC(=O)c1cccs1
i	0.04	i	c1cncc(Nc2c3ccccc3nc3ccccc23)c1
i	-1.6	i	CCC(C)(C)n1nnnc1C(c1ccccc1)N1CCN(C2CCCC2)CC1 (stereo unspecified)
i	-0.49	i	O=C(O)CSc1nnc(-c2ccc(Cl)cc2Cl)n1-c1ccccc1
i	2.4	i	COc1cc(C=O)ccc1Oc1nnnn1-c1ccc(C(N)=O)cc1
i	0.94	i	CCc1ccccc1NC(=O)c1cnc2n(c1=O)CCS2
i	-0.57	i	O=C(CCc1ccccc1)Nc1cc(Cl)ccc1O
i	-2.6	i	CCc1ccc(NC(=O)c2n[nH]c(=O)c3ccccc23)cc1
i	-1	i	COc1ccc(OCC(=O)N2CCC(n3nccc3NC(=O)C3CC3)CC2)cc1
i	-1.9	i	O=C(Nc1ccc(N2CCOCC2)cc1)C1CCN(S(=O)(=O)c2ccc3c(c2)OCCO3)CC1
i	2	i	O=C(CSc1ccc(F)cc1)Nc1ccc(Br)cc1
i	2.3	i	c1ccc(Sc2nc(N3CCCCC3)nc(N3CCCCC3)n2)nc1
i	0.8	i	COc1ccc(OCCCC(=O)Oc2ccc(OC)cc2)cc1
i	0.39	i	O=C(Nc1cccc2cccnc12)c1cccc2ccccc12
i	-2	i	CCN(CC)S(=O)(=O)c1ccc(N2CCOCC2)c(NC(=O)c2ccccc2F)c1
i	1.1	i	Cc1cc(C(=O)N/N=C/c2c(C)[nH]n(-c3ccccc3)c2=O)n[nH]1
i	-0.23	i	CC1CCCN(C(=O)CCNC(=O)c2ccccc2Cl)C1 (stereo unspecified)
i	-1.1	i	O=C(O)c1cccc(N2C(=S)N=C(Nc3ccccc3)C23CCCCC3)c1
i	-1.4	i	CCc1cc(Br)ccc1N1C(=O)C2CC=CCC2C1=O (stereo unspecified)

Quoted from the listing, 5 compounds:
KCNQ2 inh	Kir21 inh	CHT inh	Molecule
i	-2	i	CCN(CC)S(=O)(=O)c1ccc(N2CCOCC2)c(NC(=O)c2ccccc2F)c1
i	1.1	i	Cc1cc(C(=O)N/N=C/c2c(C)[nH]n(-c3ccccc3)c2=O)n[nH]1
i	-0.23	i	CC1CCCN(C(=O)CCNC(=O)c2ccccc2Cl)C1 (stereo unspecified)
i	-1.1	i	O=C(O)c1cccc(N2C(=S)N=C(Nc3ccccc3)C23CCCCC3)c1
i	-1.4	i	CCc1cc(Br)ccc1N1C(=O)C2CC=CCC2C1=O (stereo unspecified)

New compounds follow
KCNQ2 inh	Kir21 inh	CHT inh	Molecule
i	2.3	i	O=C(O)CCC(=O)N(Cc1cccnc1)Cc1cccc(F)c1
i	1.7	i	CCn1c(-c2ccc(C)cc2)n[nH]c1=S
i	-0.16	i	COC(=O)[C@@]1(Cc2ccc(F)cc2)[C@H]2c3cc(C(=O)N(C)C)n(CCSCCO)c3C[C@H]2CN1C(=O)c1ccccc1
i	0.46	i	COCc1ccc(CN2CCC(Oc3ccc(C(=O)NCc4ccccn4)cc3)CC2)o1
i	-0.4	i	Cc1csc(CN(C)C(=O)C2CCC(=O)N(Cc3ccc(Cl)cc3)C2)n1 (stereo unspecified)
i	-3.3	i	COc1ccc(-c2nc(SCc3ccccc3)n(C(=O)c3ccco3)n2)cc1
-11*	-7.3	i	Cn1cccc1/C=C1\CC(C(C)(C)C)C/C(=C\c2cccn2C)C1=O (stereo unspecified)
i	0.01	i	COc1ccc(CCNC(=O)CN2C(=O)COc3ccc(S(=O)(=O)N4CCOCC4)cc32)c(OC)c1
i	-1.3	i	O=C(CCNS(=O)(=O)c1ccccc1F)N1CCN(S(=O)(=O)c2cccc(F)c2)CC1
i	-0.7	i	COc1cc2oc(=O)c3c(c2cc1OCC(=O)c1c(C)n(C)c2ccccc12)CCCC3
i	0.01	i	COc1ccc(NC2CCCN(C(=O)CCN3CCCC3=O)C2)cc1 (stereo unspecified)
i	0.01	i	CCOC(=O)Cc1csc(NC(=O)COc2ccc3c(c2)CCC3)n1
i	0.36	i	CCOC(=O)c1c(-c2ccc(C)cc2)csc1/N=C(\C)C1=C(O)c2ccccc2C1=O
i	-0.38	i	CC(C)CNC(=O)NC(=O)COc1ccc(C=O)cc1
-8.1*	0.65	i	CCOC(=O)c1c(-c2cccs2)csc1NC(=O)CN1CC(C)OC(C)C1 (stereo unspecified)
i	-0.08	i	COc1ccc(N2CCN(C(=O)c3ccc(CS(=O)Cc4ccc(C)cc4)o3)CC2)cc1 (stereo unspecified)
i	0.37	i	Nc1ncnc(NCc2ccccc2)c1[N+](=O)[O-]
i	1.8	i	COc1ccc(CNc2ccc(N3CCOCC3)cc2)cc1
i	0.82	i	C#CCCOC(=O)Nc1ccccc1
i	0.32	i	CC(NS(=O)(=O)c1ccc(Cl)c(Cl)c1)C(=O)OCC(=O)Nc1ccc2c(c1)OCO2 (stereo unspecified)
i	1.4	i	COc1ccccc1C(=O)N1CCN(Cc2cccnc2)CC1
i	0.74	i	CCn1c(SCC(=O)N/N=C/C=C\c2ccccc2[N+](=O)[O-])nnc1-c1ccccc1
i	-1.1	i	O=C(O)CN1C(=O)C2C3CC(C2C1=O)C1C(c2ccc(Cl)cc2)c2sc(=O)[nH]c2SC31 (stereo unspecified)
i	-0.21	i	Cc1cc(Br)ccc1OCCCCN1CCCCC1
i	0.01	i	CC(=O)N1CCN(C(=O)CCC(=O)O)CC1
i	-1.7	i	CCOc1ccccc1NC(=O)CCS(=O)(=O)c1ccc(Br)cc1
i	-0.59	i	CN1CCN(S(=O)(=O)Cc2ccccc2Cl)CC1
i	0.28	i	O=C(NC1CC1)c1sc2ccccc2c1Cl
i	-0.92	i	COc1cc(C(=O)Nc2ccc(O)cc2C(=O)O)ccc1OC(C)=O
i	0.17	i	COc1ccccc1NC(=O)Nc1ccc(Cc2ccncc2)cc1
i	1.1	i	CCCCN(C)CCCNC(=O)CS(=O)Cc1nc(-c2ccc(OC)c(OC)c2)oc1C (stereo unspecified)
i	0.04	i	C=CCNC(=O)c1ccccc1NC(=O)c1ccc(Cl)c(S(=O)(=O)Nc2cccc(C)c2C)c1
i	1.8	i	CC(C)C(OC(=O)CCCC(=O)Nc1nccs1)C(=O)NC1CCCCC1 (stereo unspecified)
i	0	i	Clc1cccc(N=C2NN=C(c3ccc4c(c3)OCCO4)CS2)c1
i	-0.8	i	O=S(=O)(c1ccc(-c2ccon2)s1)N1CCN(c2ccccn2)CC1
i	-0.76	i	O=C(CCS(=O)(=O)c1ccccc1)Nc1nncs1
i	2	i	O=C(Nc1ccsc1C(=O)N1CCCCCC1)c1ccccc1
i	0.6	i	C/C(=N\NC(=O)c1nnn(-c2nonc2N)c1-c1cccs1)c1ccc(C)cc1
i	0.75	i	COc1cc(OC)cc(-c2nc3nc(C)c(CCC(=O)O)c(C)n3n2)c1
i	-2	i	NC(=O)CSc1cn(CCNC(=O)c2cccs2)c2ccccc12

Retrieved by compound from the list above, 4 records:
KCNQ2 inh	Kir21 inh	CHT inh	Molecule
i	-0.23	i	CC1CCCN(C(=O)CCNC(=O)c2ccccc2Cl)C1 (stereo unspecified)
i	1.8	i	CC(C)C(OC(=O)CCCC(=O)Nc1nccs1)C(=O)NC1CCCCC1 (stereo unspecified)
i	0.94	i	CCc1ccccc1NC(=O)c1cnc2n(c1=O)CCS2
i	2.4	i	COc1cc(C=O)ccc1Oc1nnnn1-c1ccc(C(N)=O)cc1

Going on with the list:
KCNQ2 inh	Kir21 inh	CHT inh	Molecule
i	0.03	i	COc1ccc(C(=O)Nc2ccncc2)cc1[N+](=O)[O-]
i	-1.2	i	CCOCCn1c(=O)c2c(nc3n2CCCN3Cc2ccccc2)n(C)c1=O
i	0.14	i	O=c1c2ccccc2ncn1Cc1ccc2c(c1)OCO2
i	-1.2	i	Cc1ccc(C)c(N2CCN(C(=O)CNS(=O)(=O)c3cccs3)CC2)c1
i	0.88	i	Cc1cc(C)nc(SCC(=O)N(C)CC(=O)Nc2ccccc2Br)n1
i	-0.15	/	C=C(C)CNC(=S)Nc1nc2c(cc1C(=O)OCC)CCCC2
i	0.18	i	CCOc1ccc(C=Nc2cccc3ncccc23)cc1
i	-0.22	i	COc1ccc(OC)c(C2C3=C(CC(C)(C)CC3=O)Nc3nnnn32)c1 (stereo unspecified)
i	-0.05	i	O=C1[C@H]2[C@H](C=CC[C@H]2C(=O)N2CCN(c3ccccc3)CC2)CCN1Cc1ccccc1
i	-0.14	i	COc1cccc(CN(C)C(=O)CSCC(=O)Nc2cc(C)on2)c1OC
i	1.1	i	CC(=O)c1cccc(NC(=O)c2ccc(CN3CCc4ccccc4C3)cc2)c1
i	1.9	i	Cc1cc(C)nc(Nc2n[nH]c(C)n2)n1
i	0.72	i	COCCn1cc(C(=O)NCCCN2CCC(C)CC2)c2c3ccccc3n(C)c2c1=O
i	0.44	i	Cc1cc(O)c(C(=O)Cc2csc(C)n2)c(O)c1
i	-2.4	i	COc1ccc(CNc2oc(-c3cccc4ccccc34)nc2P(=O)(OC)OC)cc1
i	-0.02	i	CC1CCCCN1CCCNc1ccc(C(CC(N)=O)NC(=O)Cc2cccc3ccccc23)cc1[N+](=O)[O-] (stereo unspecified)
i	-0.39	i	NCCCCCc1nnc(SCc2cccc(Cl)c2)o1
i	-1.9	/	Cc1cc2cc3c(cc2nc1SCC(=O)N1CCCC1)OCCO3
i	-1.1	i	CCCc1nnc(SCC(=O)NC2CCCC2)n1CCOC
i	-1.6	i	Cc1ccc(Cc2c(C)nc3nc(SCC(=O)NCCCN4CCCCC4)nn3c2C)cc1
